# From PubChem
# UDG counter: UDG inhibition counter-screen; FRET deamination/UDG coupled assay, UDG read, 4 h; Potency, µM (doses to about 115 µM), for inactives: at the top dose activity change, negative = inhibition, usual class: inhibitors; 0.14% of 91,000 active; AID 1347430; note: nearly all actives have a fitted effect of over 65% in size
# AID inh: activation induced cytidine deaminase inhibition | AID deamination FRET fluorescence, UDG-coupled, 4 h | Potency, µM (series often up to 115 µM), without a hit: at the top dose activity change, negative = inhibition, most hits filed as inhibitors | 0.32% of 91,000 active; note: nearly all actives have a fitted effect of over 25% in size
# Target sequence (Q9GZX7 whole entry, looked up): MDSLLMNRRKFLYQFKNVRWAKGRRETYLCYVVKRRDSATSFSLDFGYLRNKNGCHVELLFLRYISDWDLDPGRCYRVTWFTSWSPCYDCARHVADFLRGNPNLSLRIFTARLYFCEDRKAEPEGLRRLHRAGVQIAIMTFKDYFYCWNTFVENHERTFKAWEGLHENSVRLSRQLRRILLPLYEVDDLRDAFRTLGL
# An asterisk follows results filed as active; ? = inconclusive; [ ] = dose if it differs, or a comment. Calls come from the whole dose curve; as a rule, active = well fitted curve in the direction sought with a large enough effect; inconclusive = small, poorly fitted or top-dose-only effect, or another doubt; inactive = no such curve, though single readings can be large; an effect the other way counts as inactive or inconclusive. % is set by controls: 0 for no effect and ±100 for the full control effect; potency is the fitted concentration of half-maximal effect. The list is partial; the hit share may differ from the screen's.
SMILES,UDG counter,AID inh
Cc1ccc2cc3cc(C(=O)NC4CCCCC4)sc3nc2c1,-2%,-3%
CCOC(=O)C1C2C=CC(C3CC23)C1C(=O)OCc1ccccc1Cl (configuration not stated),0%,-4%
CC1(C)CC(=O)C2=C(C1)Nc1[nH]n(-c3ccccc3)c(=O)c1C2c1ccccc1F (configuration not stated),-6%,-9%
CC(C[N+](C)(C)C)OC(N)=O (configuration not stated),11%,-4%
Cn1nc(C(=O)Nc2ccc(Br)cc2)c2ccccc2c1=O,-12%,-8%
CCc1ccc(OCC(=O)Nc2ccc(Cl)c(-c3nc4cc(C)cc(C)c4o3)c2)cc1,22%,1%
COC(=O)c1ccc(/C=N/OCc2ccc(OC)c(F)c2)cc1,4%,-2%
CS(=O)(=O)OCCCOS(C)(=O)=O,6%,-1%
COc1ccc(CCN2CNc3c(c(=O)[nH]c(=O)n3-c3ccccc3Cl)C2)cc1OC,1%,4%
Cc1ccc(S(=O)(=O)c2cnc(SCC(=O)Nc3ccc4c(c3)OCCO4)[nH]c2=O)cc1,9%,-5%
Cn1c(=O)[nH]c(=O)c2c1nc(SCC(N)=O)n2CCc1ccccc1,8%,2%
COCCNC(=O)c1cnn(-c2cccc(C)c2)c1-n1cccc1,8%,8%
O=C(c1ccc(Cl)c(S(=O)(=O)NC2CC2)c1)N1CCN(c2ccc(F)cc2)CC1,-3%,0%
Cc1oc2c(cc(NS(=O)(=O)c3ccc(C(C)C)cc3)c3ccccc32)c1C(=O)OCc1ccccc1,-14%,19%
COc1ccc(NC(=O)c2ccc3oc(=O)c(S(=O)(=O)c4ccc(F)cc4)cc3c2)c(OC)c1,14%,14%
CCC(=O)Nc1ccc(C(=O)N/N=C(\C)C(C)(C)C)cc1,-16%,-3%
Cc1ccc(-n2ncc3c(NCCc4ccccc4)ncnc32)cc1,38%[activator],1%
CCc1ccc2nc(N(Cc3cccnc3)C(C)=O)sc2c1,-13%,3%
CCC(C)NC(=O)Cc1ccc(NC(=O)N2CCCCc3ccccc32)cc1 (configuration not stated),-17%,11%
COC(=O)[C@@]1(C)CC[C@]2(C)CC[C@]3(C)C(=CC(=O)C4[C@@]5(C)CCC(=O)C(C)(C)C5CC[C@]43C)[C@@H]2C1 (some centres not stated),6%,3%
COc1ccccc1NC(=O)Cn1cc(S(=O)(=O)Cc2ccccc2)c2ccccc21,-12%,182%[activator]
Cc1oc(-c2ccccc2)nc1CC(=O)NCCc1ccccc1,-2%,4%
CCOC(=O)C1CCN([C@H]2CS(=O)(=O)C[C@@H]2S(=O)(=O)c2ccc(Cl)cc2)CC1,-3%,-1%
O=C(C[N+]1(CC#Cc2ccccc2)CCOCC1)c1ccccc1,5%,-3%
c1ccc(Nc2c(-c3c[nH]c4ccccc34)nc3ccccn23)cc1,-17%,?
Cc1ccc(-c2nc3scc(CCNC(=O)c4cccc(Br)c4)n3n2)cc1,-1%,-5%
COc1ccc(C2CC(c3c(O)n(C4CCCCC4)c(=O)[nH]c3=O)=Nc3ccccc3S2)cc1 (configuration not stated),?,-9%
CC(C)C[C@@H](CO)NC(=O)[C@H](NC(=O)C(c1ccccc1)c1ccccc1)c1ccccc1,2%,-8%
O=C1CC(c2ccc(C(F)(F)F)cc2)c2sc(C(=O)O)c(-c3ccccc3)c2N1 (configuration not stated),1%,-3%
Cc1ccc(Cl)cc1-n1ncc2c(NCCC3=CCCCC3)ncnc21,?,?
COc1ccc(-c2cc3ccc(O)c(CN4CCOCC4)c3oc2=O)cc1OC,3%,-9%
CCn1cc(S(=O)(=O)c2cc(C)cc(C)c2)c(=O)c2cc(F)c(N3CCCC3)cc21,-4%,4%
CCOc1ccc(CNC(=O)C2CCN(C3=NS(=O)(=O)C(c4ccc(C)cc4)=C3CC)CC2)cc1,-2%,-1%
Cc1c(Cl)cccc1NC(=O)CC1Oc2ccccc2NC1=O (configuration not stated),3%,-22%
COc1ccc2c(CNC3CCCCCC3)c(C(=O)O)n(Cc3cccc(F)c3)c2c1,-10%[57.5 µM],10%
COc1ccc(S(=O)(=O)NCC(c2ccco2)N2CCN(c3ccccc3F)CC2)cc1C (configuration not stated),8%[57.5 µM],-4%
Cc1cc2ccccc2n1CC(=O)NCCN1CCCC1,18%,1%
COc1cccc(NC(=O)CN2C=NS(=O)(=O)c3ccccc32)c1,1%,0%
CC(NC(=O)c1ccc(SC(F)(F)F)cc1)c1ccccn1 (configuration not stated),-6%,-8%
CCc1ccccc1NC(=O)CC1NCCNC1=O (configuration not stated),-1%,0%
CC(=O)Nc1ccc(NC(=O)C(C)On2nnc3ccc(Cl)cc32)cc1 (configuration not stated),3%,1%
O=c1c2sccc2ncn1Cc1coc(-c2ccccc2Cl)n1,2%,-12%
CCOc1ccc(/C=C(\C#N)c2nc(-c3cc4ccccc4oc3=O)cs2)c(OCC)c1,-14%,-27%
CCc1cccc(CC)c1NC(=O)c1ccc(CSc2ccc(C)cc2)cc1,-1%,-1%
CCNC(=S)NNC(=S)NCC1CCCO1 (configuration not stated),-6%,6%
COc1cc(NC(=O)C2CCN(S(=O)(=O)c3ccc4c(c3)oc(=O)n4C)CC2)cc(OC)c1,1%,-3%
O=C1CCc2cc(C(=O)OC3CCOC3=O)ccc2N1 (configuration not stated),7%,5%
CCN(CCCNC(=O)CSc1cc(=O)n(C)c2cc(Cl)ccc12)c1cccc(C)c1,-6%,3%
CCOC(=O)c1c(-c2ccccc2)oc2ccc(N(C(C)=O)S(=O)(=O)c3ccccc3)cc12,0%,-8%
COc1ccc2oc(=O)cc(CN3CCN(c4ccc(F)cc4)CC3)c2c1,-4%,?

# Further results
SMILES,UDG counter,AID inh
CCOC(=O)c1c(C)[nH]c(CCC(=O)NCCCN2CCN(c3cc(Cl)ccc3C)CC2)c1C,-9%[57.5 µM],-28%
COc1ccc(Nc2cc(C)nc3nc(-c4ccc(C)cc4)nn23)c(OC)c1,-7%,-8%
COc1cc(CNC(=O)c2c(C)noc2C(C)C)ccn1,-10%,-5%
CCn1cc2nc(SCc3ccc(F)cc3)n(CCc3ccccc3)c(=O)c2n1,-14%,35µM*
O=C(NC1Cc2ccccc2C1)c1cccs1,0%,-2%
Brc1cccc(CNCCCn2ccnc2)c1,-6%,-6%
COc1ccc(N(Cc2cc3ccccc3[nH]c2=O)C(=O)c2cccc(Cl)c2)cc1,-11%,41%[activator]
COc1cc(-c2nc(Cn3nnc(C(=O)Nc4ccccc4)c3C)c(C)o2)cc(OC)c1OC,-3%,26%
O=C1C(c2ccccc2)=S=C2c3ccccc3-c3ccccc3N12,0%,-1%
COc1cc(Nc2nc(SCC(=O)c3ccc(Cl)c(Cl)c3)nc3ccccc23)cc(OC)c1,-12%,47%[activator]
CC1CCc2c(sc3ncnc(OCC(=O)NC(=O)Nc4ccc5c(c4)OCCO5)c23)C1 (configuration not stated),-2%,-7%
COc1ccc(-n2nc3ccc(NC(=O)COc4ccc(C)c(C)c4)cc3n2)cc1,2%,234%[activator]
CCOc1ccccc1CNC(=O)c1cnc2sc(N3CCOCC3)nn2c1=O,-6%,8%
CCOC(=O)C1CCCN(c2nc3c(S(=O)(=O)c4ccc(CC)cc4)nnn3c3ccc(Cl)cc23)C1 (configuration not stated),-21%,?
CCOC(=O)c1ccc(N2CCN(c3cc(Cl)ccc3C)CC2)c(NC(=O)Nc2cccc(OC)c2)c1,-7%[57.5 µM],3%
COc1ccc(Cn2c(CO)cnc2SCc2cccc(C)c2)cc1,-8%,-19%
CCCCC1CCC(C(=O)NNC(=O)c2ccc(Br)cc2)CC1 (configuration not stated),3%,-2%
O=C(Nc1ccccc1)c1ccccc1OCc1ccccc1,-5%,-18%
COc1cccc(C2OCC(C)(C)n3c(-c4ccccc4)c4c(=O)n(C)c(=O)n(C)c4c32)c1O (configuration not stated),-3%,-5%
COc1ccc(CCNS(=O)(=O)c2cc(-c3cc(C)no3)ccc2C)cc1OC,10%,-1%
Cc1ccc(N2CC(C(=O)Nc3ccc(Br)cc3)CC2=O)cc1 (configuration not stated),-17%,0%
FC(F)(F)c1cc(-c2cccs2)nc2c(-c3ccccc3)cnn12,2%,1%
COc1ccc(-c2nc(-c3ccccc3OCC(=O)N3CCCC(C)C3)no2)cc1 (configuration not stated),-17%,-17%
Cc1ccc(OCC(O)Cn2c(C)cc(=O)n3ncnc23)cc1 (configuration not stated),-7%,0%
CCOC(=O)c1c(NC(=O)c2ccc(OC)c(OC)c2)sc2c1CCCCC2,4%[57.5 µM],13%[57.5 µM]
CC1=C(c2ccc(C)cc2)S(=O)(=O)N(Cc2ccc(C(=O)NCc3ccccc3)cc2)C1=O,-5%,1%
Cc1cc2c(cc1C)NC(CC(=O)Nc1ccccc1C(F)(F)F)C(=O)N2 (configuration not stated),-6%,6%
O=C(NCCc1ccncc1)c1ccc(F)cc1,-3%,-1%
CCOC(=O)C1C(=O)C=C(c2ccc(C)cc2)CC1c1cccc(F)c1 (configuration not stated),-11%,-22%
CCOc1c(CN)cccc1OC,1%,7%
O=C(/C=C/c1ccc(Cl)cc1)Nc1cccc(OC(F)F)c1,-5%,-14%
CCn1c(CCC(=O)Nc2ccccc2Cl)nnc1SCc1nc2ccccc2c(=O)[nH]1,3%,5%
C/C(=N\NC(=O)C1CC1)c1ccco1,-5%,-10%
CC1=C(C#N)C(c2ccccc2C)C(C#N)=C(C)N1,-10%,-8%
COc1ccc(S(=O)(=O)NCCSc2nnnn2-c2ccccc2)cc1OC,-6%,-3%
Cn1ncc2c(NCc3ccc(F)cc3)ncnc21,-5%,1%
COc1ccccc1CCNC(=O)C1CCN(c2nnc(-n3cccc3CNc3ccc(C)cc3)s2)CC1,2%,-2%
COc1ccc(-c2cc(C(F)(F)F)nc(SCCC(=O)Nc3c(C)cccc3C)n2)cc1,-4%,242%[activator]
COc1ccc(C(=O)Nc2nnc(SCc3cc(=O)c4cc(C)ccc4[nH]3)s2)cc1OC,-12%[57.5 µM],?
COc1ccc(N2CCN(S(=O)(=O)CCNC(=O)C(c3ccccc3)c3ccccc3)CC2)cc1,1%,19%
COc1ccc(NC(=O)C2=CC(c3ccco3)=NS(=O)(=O)N2C)cc1OC,0%,5%
NC(N)=N/N=C/c1cccc([N+](=O)[O-])c1,-4%,-8%
CN(CCCc1ccccc1)CC(=O)NC(C)(C#N)C1CC1 (configuration not stated),7%,1%
COc1cc2ncnc(N3CCN(c4ccc(F)cc4)CC3)c2cc1OC,9%,-5%
CCC(C)NC(=O)c1ccc2c(=O)n3c(nc2c1)CCCCC3 (configuration not stated),-6%,-5%
O=C(CSc1ccc2ccccc2c1)Nc1ccc2c(c1)OCCCO2,-2%,-8%
O=C(COC(=O)C1CC2CCCC(C1)C2=O)Nc1ccc([N+](=O)[O-])cc1C(F)(F)F (configuration not stated),-2%,-2%
COc1ccccc1OCC(=O)Nc1c(C(=O)c2ccc(C)cc2)oc2ccccc12,1%,-12%
Cc1cccc(NC(=O)CSc2nnc(-c3cccs3)o2)c1,-14%[57.5 µM],-4%[57.5 µM]
CCc1nc(NCCN(CC)CC)c(C#N)c2c1CCCC2,-14%,-16%

# A different layout for 21 compounds above.
Molecule | UDG counter | AID inh
Cc1cc2c(cc1C)NC(CC(=O)Nc1ccccc1C(F)(F)F)C(=O)N2 (configuration not stated) | -6% | 6%
O=C(NCCc1ccncc1)c1ccc(F)cc1 | -3% | -1%
CCOC(=O)C1C(=O)C=C(c2ccc(C)cc2)CC1c1cccc(F)c1 (configuration not stated) | -11% | -22%
CCOc1c(CN)cccc1OC | 1% | 7%
O=C(/C=C/c1ccc(Cl)cc1)Nc1cccc(OC(F)F)c1 | -5% | -14%
CCn1c(CCC(=O)Nc2ccccc2Cl)nnc1SCc1nc2ccccc2c(=O)[nH]1 | 3% | 5%
C/C(=N\NC(=O)C1CC1)c1ccco1 | -5% | -10%
CC1=C(C#N)C(c2ccccc2C)C(C#N)=C(C)N1 | -10% | -8%
COc1ccc(S(=O)(=O)NCCSc2nnnn2-c2ccccc2)cc1OC | -6% | -3%
Cn1ncc2c(NCc3ccc(F)cc3)ncnc21 | -5% | 1%
COc1ccccc1CCNC(=O)C1CCN(c2nnc(-n3cccc3CNc3ccc(C)cc3)s2)CC1 | 2% | -2%
COc1ccc(-c2cc(C(F)(F)F)nc(SCCC(=O)Nc3c(C)cccc3C)n2)cc1 | -4% | 242%[activator]
COc1ccc(C(=O)Nc2nnc(SCc3cc(=O)c4cc(C)ccc4[nH]3)s2)cc1OC | -12%[57.5 µM] | ?
COc1ccc(N2CCN(S(=O)(=O)CCNC(=O)C(c3ccccc3)c3ccccc3)CC2)cc1 | 1% | 19%
COc1ccc(NC(=O)C2=CC(c3ccco3)=NS(=O)(=O)N2C)cc1OC | 0% | 5%
NC(N)=N/N=C/c1cccc([N+](=O)[O-])c1 | -4% | -8%
CN(CCCc1ccccc1)CC(=O)NC(C)(C#N)C1CC1 (configuration not stated) | 7% | 1%
COc1cc2ncnc(N3CCN(c4ccc(F)cc4)CC3)c2cc1OC | 9% | -5%
CCC(C)NC(=O)c1ccc2c(=O)n3c(nc2c1)CCCCC3 (configuration not stated) | -6% | -5%
O=C(CSc1ccc2ccccc2c1)Nc1ccc2c(c1)OCCCO2 | -2% | -8%
O=C(COC(=O)C1CC2CCCC(C1)C2=O)Nc1ccc([N+](=O)[O-])cc1C(F)(F)F (configuration not stated) | -2% | -2%

# Further structures follow.
SMILES,UDG counter,AID inh
Cc1ccc(Nc2c(-c3ccsc3)nc3c(C)cccn23)cc1,-9%,1%
Cc1cc(C)c(Cn2c3ccccc3c3cnn(CC(=O)NCCCc4ccccc4)c(=O)c32)c(C)c1,-7%,-8%
COc1ccc(Br)cc1CNC12CC3CC(CC(C3)C1)C2,-12%,-13%
CC(C)CCNCc1ccncc1,2%,-1%
COc1ccc(S(=O)(=O)NCCS(=O)(=O)N2CCN(c3ccccc3F)CC2)cc1,-8%,8%
